# High-throughput results deposited in PubChem by Sanford-Burnham Center for Chemical Genomics.
# CYP2C9 inh – blocks human cytochrome P450 2C9. P11712. CYP2C9 Supersomes, luciferin-H conversion, luminescence. inhibition, % at 5 µM. 20% of 96,000 active;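 active = blocking of liver enzyme CYP2C9 beyond about 50% at 5 µM, limit read from the data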; also: values of inactives mirror those of a sister screen read the other way
# CD11b adhes inh – inhibitors of human CD11b/CD18 binding to fibrinogen; inhibition, % at 10 µM; AID 1497; 0.54% of 93,000 active; K562 CD11b/CD18 adhesion to fibrinogen, ATPlite luminescence; Mn2+ added to activate the integrin; P05107+P11215;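 active = primary inhibition of 50% or more at 10 µM, then 40% or more on retest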; also: some results filed as inactive read as strong as hits
# CYP2C19 act – increases human CYP2C19 enzyme activity. P33261. recombinant CYP2C19, luciferin-H EGE luminescence; hits give high values; 0 = fully inhibited enzyme, 1 = untreated enzyme. activation factor at 5 µM. 96,000 tested, under 10 active;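 active = activation factor of at least 2 at 5 µM in the primary screen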;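 also: 0 = wells with 2.5 mM tranylcypromine and 1 = vehicle-only wells; values of inactives mirror those of a sister screen read the other way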
# Target sequence (P33261 whole entry, looked up): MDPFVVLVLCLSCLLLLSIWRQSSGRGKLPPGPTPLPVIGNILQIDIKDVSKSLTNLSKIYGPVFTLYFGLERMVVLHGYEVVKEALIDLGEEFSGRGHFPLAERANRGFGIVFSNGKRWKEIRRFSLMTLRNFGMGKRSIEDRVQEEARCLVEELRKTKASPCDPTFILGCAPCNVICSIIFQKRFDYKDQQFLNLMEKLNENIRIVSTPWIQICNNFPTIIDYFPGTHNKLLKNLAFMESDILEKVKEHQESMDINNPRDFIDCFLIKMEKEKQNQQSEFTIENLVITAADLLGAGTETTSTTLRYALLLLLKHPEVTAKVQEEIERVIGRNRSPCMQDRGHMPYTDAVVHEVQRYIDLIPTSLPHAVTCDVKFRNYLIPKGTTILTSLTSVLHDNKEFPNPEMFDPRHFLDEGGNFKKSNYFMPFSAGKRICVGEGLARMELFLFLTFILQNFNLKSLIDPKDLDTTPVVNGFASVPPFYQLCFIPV
# CYP2C9 activ – activators of human CYP2C9; 1.4% of 96,000 active; activation factor at 5 µM; recombinant CYP2C9, luciferin-H conversion, luminescence; hits give high values; factor 1 = untreated enzyme, 0 = blocked;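 active = activation factor of 2 or more for CYP2C9 at a 5 µM dose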;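 also: 0 = sulfaphenazole-blocked wells and 1 = vehicle-only wells; values of inactives mirror those of a sister screen read the other way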
# PLAP act – human PLAP activation; AID 696; P05187; activation fold at 20 µM; purified PLAP enzyme, luminescent substrate read-out; hits give high values; 1.2% of 96,000 active; in the data active = activation fold above about 2
# Target sequence (P05187 whole entry, looked up): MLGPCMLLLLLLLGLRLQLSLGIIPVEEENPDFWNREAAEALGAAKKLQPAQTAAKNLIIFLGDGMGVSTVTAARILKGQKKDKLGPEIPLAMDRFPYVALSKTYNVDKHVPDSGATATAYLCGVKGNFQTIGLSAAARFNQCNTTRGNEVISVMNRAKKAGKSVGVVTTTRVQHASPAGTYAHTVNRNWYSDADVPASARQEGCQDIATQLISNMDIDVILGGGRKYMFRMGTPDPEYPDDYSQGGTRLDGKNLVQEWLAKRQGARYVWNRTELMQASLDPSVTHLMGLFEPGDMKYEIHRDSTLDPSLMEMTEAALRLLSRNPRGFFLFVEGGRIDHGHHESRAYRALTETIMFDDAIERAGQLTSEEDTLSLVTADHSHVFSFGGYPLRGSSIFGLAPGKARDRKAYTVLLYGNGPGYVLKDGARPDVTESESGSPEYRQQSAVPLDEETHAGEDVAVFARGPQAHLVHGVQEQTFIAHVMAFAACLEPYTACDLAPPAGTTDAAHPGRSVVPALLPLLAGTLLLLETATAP
# CD11b adhes enh – enhancers of human CD11b/CD18 binding to fibrinogen; P05107+P11215; K562 CD11b/CD18 adhesion to fibrinogen, ATPlite luminescence; activation, % at 10 µM; 0.07% of 93,000 active; AID 1499;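 active = 10 µM primary screen giving 50% or more activity, confirmed by 40% or more on retest at that dose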; also: strong numbers were not always called active; reference of the scale not given here
# MT1-MMP txn act – activates MT1-MMP transcription. HT1080 MT1-MMP promoter luciferase reporter, luminescence, overnight; hits give high values. activation factor at 10 µM. 0.16% of 86,000 active;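 active = activation factor of at least 2 for MT1-MMP transcription at 10 µM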
# CYP2C19 inhib – human CYP2C19 inhibition | CYP2C19 Supersomes, luciferin-H EGE luminescence, 30 min | inhibition, % at 5 µM | 21% of 96,000 active | AID 778;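 active = CYP2C19 inhibition above a set limit at 5 µM in the primary screen, cut at about 50% in these data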;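 also: plate controls were negative control wells for no effect and 2.5 mM tranylcypromine positive control for full effect; values of inactives mirror those of a sister screen read the other way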
# PTK2B oligo ant – blocks oligomerization of human Pyk2 in cells | Q14289 | Q293 cells, Pyk2 FERM NanoBiT luminescence; hits give low values | z-score (the deposit names both 25 µM and 10 µM) | 0.83% of 99,000 active | AID 1347419;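 active = Z-score of -3 or lower, scaled per plate to the spread of control and sample wells; inactive = z-score above -3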;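 also: negative z-score means lost luminescence so less FERM oligomerization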
# The depositor's hits bear a star; . = no result given.
SMILES,CYP2C9 inh,CD11b adhes inh,CYP2C19 act,CYP2C9 activ,PLAP act,CD11b adhes enh,MT1-MMP txn act,CYP2C19 inhib,PTK2B oligo ant
Cc1ccc2c3c(c(SCC(=O)Nc4nccs4)nc2c1)CCCC3,12,.,1,0.9,0.8,.,.,3,.
CCCn1c(N)c(N(C)C)c(=O)n(CC(=O)Nc2ccc(OC(F)(F)F)cc2)c1=O,26,4,0.9,0.7,1.3,0,1,13,-0.74
COc1ccc(Nc2ncc(C(=O)O)c3ccccc23)cc1,-24,-13,1.1,1.2,0.9,-3,1.4,-10,0.69
NC(Cc1ccc2nonc2c1)C(=O)O (centres undefined),1,8,0.9,1,1.1,3,1.1,6,0.03
Cc1cc(C(=O)Nc2cnn(Cc3ccc(Cl)cc3Cl)c2)no1,-12,.,0.9,1.1,1,.,1.2,12,-1.2
CCOc1ccc(C(=O)CSc2nnc(N)s2)cc1,34,-11,0.4,0.7,1,-1,1.5,58*,-0.03
O=S(=O)(CCc1nc2ccccc2s1)c1ccc2ccccc2c1,-83,10,0.9,1.8,1.2,-1,1.1,12,-0.11
COC(=O)CCCC[C@H]1SC[C@H]2NC(=O)N[C@]21O,23,-28,0.9,0.8,1.5,0,1.1,13,.
COc1cccc(C2=NOC(C(=O)Nc3cccnc3)C2)c1 (centres undefined),2,28,0.8,1,1,-1,1.1,22,0.79
Cc1nc2ccccc2c(=O)[nH]1,-29,7,1.1,1.3,1,0,1,-15,0.2
CCOC(=O)C1=C(C(C)=O)C(c2cccnc2)C(C#N)=C(N)O1 (centres undefined),4,-25,0.9,1,0.8,2,1,8,0.75
CC1(C)CC(=O)C(C=NCc2cccnc2)=C(O)C1,-14,0,0.9,1.1,1,-4,0.9,14,0.71
CCCCN(CC)C(=O)c1n[nH]c(=O)c2ccccc12,26,3,1.3,0.7,1,-4,1.1,-25,-0.52
O=C(NCc1ccco1)C1CCC(N2C(=O)c3ccccc3C2=O)CC1 (centres undefined),38,3,0.8,0.6,1.1,-1,1,24,0.28
Cc1ccc(OCc2nnc(SCc3ccc(C#N)cc3)n2-c2ccc(C)cc2)cc1,36,25,0.7,0.6,1.3,3,1.2,31,-0.16
COCCn1c(SCC(=O)c2ccc(CNC(C)=O)o2)nc2ccccc2c1=O,11,-1,0.8,0.9,1.1,-4,1.2,17,0.42
C=CCn1c(SCC(=O)N2CCOCC2)nc2scc(-c3ccco3)c2c1=O,40,3,0.9,0.6,1.5,-1,1.2,11,1.4
Cc1ccc2nc(-c3ccccc3)cn2c1,48,69*,0.2,0.5,0.9,-7,0,81*,-0.04
COc1ccc(S(=O)(=O)N(C)CC(=O)N2CCN(Cc3ccccc3)CC2)cc1C,-137,8,0.7,2.4*,2*,-2,1.1,32,0.61
O=S(=O)(NCc1cccs1)c1cccc(S(=O)(=O)N2CCCCC2)c1,21,6,0.5,0.8,0.7,-1,1.2,52*,0.61
COC(=O)c1ccccc1NC(=O)Nc1ccc(C(=O)N2CCCC2)cc1,30,-2,0.7,0.7,1.1,-3,0.8,30,1
CCOc1ccc(C2CC(c3cccc(OC)c3)n3nc(N)nc3N2)cc1 (centres undefined),21,0,1,0.8,1.4,-2,1.1,3,.
CCOc1ccc(C2C(C(=O)c3ccc(C)o3)=C(O)C(=O)N2CCN2CCOCC2)cc1OC (centres undefined),9,0,1,0.9,1.5,0,1,0,1.3
Cc1nn(-c2nnc(C)c(=O)[nH]2)c(C)c1SCC(=O)Nc1ccc(C(C)C)cc1,25,47,1.1,0.7,1.2,-1,.,-8,-0.53
COc1cc(C2=NOC(C(=O)Nc3ccc(C)cc3)C2)cc(OC)c1OC (centres undefined),12,-3,0.6,0.9,0.9,-5,1.1,40,-0.48
CC(C)(C)n1nnc(CCc2nnn(C(C)(C)C)n2)n1,3,-9,0.7,1,1.4,-1,1.1,35,-0.28
Cc1ccc(C)c(NC(=O)CN2C(=O)CNC2=O)c1,8,1,1.2,0.9,0.9,-1,.,-24,1.1
CCOC(=O)c1c(C)[nH]c(NC(=O)N2CCOCC2)c1C,-3,-7,1.1,1,1.2,0,1,-10,0.12
Cn1c(-n2c(CCN3C(=O)c4ccccc4C3=O)nc3ccccc3c2=O)nc2ccccc21,92*,-6,0.1,0.1,1.6,-2,1.4,87*,.
CC(C)N(c1ccccc1)c1ncnc(NCCC(=O)O)c1[N+](=O)[O-],-1,3,0.4,1,1.1,-7,.,55*,-0.57

# 2 entries from above, with two lines to a compound.
# Below each SMILES – CYP2C9 inh, CD11b adhes inh, CYP2C19 act, CYP2C9 activ, PLAP act, CD11b adhes enh, MT1-MMP txn act, CYP2C19 inhib, PTK2B oligo ant
COc1ccc(S(=O)(=O)N(C)CC(=O)N2CCN(Cc3ccccc3)CC2)cc1C
    -137, 8, 0.7, 2.4*, 2*, -2, 1.1, 32, 0.61
O=S(=O)(NCc1cccs1)c1cccc(S(=O)(=O)N2CCCCC2)c1
    21, 6, 0.5, 0.8, 0.7, -1, 1.2, 52*, 0.61

# The listing continues:
SMILES,CYP2C9 inh,CD11b adhes inh,CYP2C19 act,CYP2C9 activ,PLAP act,CD11b adhes enh,MT1-MMP txn act,CYP2C19 inhib,PTK2B oligo ant
Cc1cc(C)cc(OCC(=O)Nc2nonc2NC(=O)COc2cc(C)cc(C)c2)c1,64*,-8,0.6,0.4,2.3*,106,1.2,42,0.32
CCOc1ccc(OCC)c(NC(=O)CSc2nc3c(c(=O)n(C)c(=O)n3C)n2C)c1,-4,-12,0.9,1,0.9,-4,1.2,8,.
CCN1CCN(CC(=O)NC2CCCC2)C(=O)C1=O,7,-12,1,0.9,0.9,-4,1.1,1,.
CC(=O)/C(=N/Nc1ccccc1)N1CCOCC1,-6,-44,0.8,1.1,1,3,.,16,0.03
O=C(NCc1ccc(Cl)cc1)C1=Cc2cc(Cl)ccc2OC1,-4,-5,1.1,1,0.9,-1,.,-6,0.2
O=C(Nc1ccccc1)c1cccnc1N1CCOCC1,-22,-1,0.9,1.2,0.9,7,0.9,14,0.38
CCCCCCc1nc2ccccc2c(=O)n1NC(=O)c1c(O)c2c(n(CC(C)C)c1=O)CCCC2,16,12,0.9,0.8,1,0,0.9,7,1.4
Cn1c(=O)n(C)c2cc(/C=N/NC(=O)c3ccc(Cl)cc3Cl)ccc21,5,.,0.6,0.9,1.1,.,.,44,0.8
COCCCNC(=O)C1CCN(S(=O)(=O)N(CC(C)C)CC(C)C)CC1,4,.,.,1,1.3,.,1.2,.,0
CC(=O)c1ccc(N2CCN(C(=O)c3ccco3)C(C)C2)c(F)c1 (centres undefined),13,-31,0.9,0.9,0.9,12,1.1,6,0.07
CCCNC(=O)CCn1c(-c2ccc(C)cc2)cc(C(=O)OCC)c1C,62*,4,0.3,0.4,1.6,0,1,66*,-1.1
Cc1ccc(S(=O)(=O)CC2CSc3nnc(C)c(=O)n32)cc1 (centres undefined),-11,-9,1,1.1,1,-2,1.1,-1,1.1
CC(C)(C)c1nc(CN2CCOCC2)ccc1O,-6,-12,0.4,1.1,1.2,-2,1.1,60*,-0.85
Cc1c(Cl)cccc1NC(=S)N1CCN(Cc2ccccc2)CC1,5,.,1,0.9,1.1,.,.,3,1
O=C(O)CS(=O)(=O)c1ccc(Oc2ccc(S(=O)(=O)CC(=O)O)cc2)cc1,-22,-1,1,1.2,1,0,1.1,-1,.
COc1ccc(-c2cc(C(=O)NCCc3ccccc3)no2)cc1OC,40,-12,0.7,0.6,0.8,1,1.6,30,-0.85
CCOC(=O)c1c(NC(C)=O)sc2c(OC)c(Br)ccc12,8,-5,1.2,0.9,0.9,45,1.2,-18,2.6
CCN(CC)S(=O)(=O)c1ccc2oc(C(=O)N3CCCCCC3)c(C)c2c1,56*,22,1,0.4,1.3,0,1,3,-0.04
COc1ccc(C(=O)N2CCN(S(=O)(=O)c3ccc(C)cc3C)CC2)cc1OC,7,13,1.1,0.9,1.7,1,.,-8,.
O=C(Nc1ccccc1N1CCOCC1)c1ccc(Br)o1,22,-10,0.7,0.8,1.1,0,1.1,26,-0.56
COc1ccc(CN=Cc2[nH]c3ccc(Br)c(Cl)c3c2O)cc1,7,-9,1,0.9,0.8,6,.,2,0.08
COCc1nc2ccccc2n1Cc1ccc(Br)cc1,90*,3,0,0.1,1,-1,1.4,100*,0.41
CCOC(=O)C1=C(CSCC(=O)OC)NC(=O)NC1c1cc(C)ccc1C (centres undefined),35,-4,0.5,0.7,1.1,-2,1.1,48,-1.4
O=C(OCCN1CCOCC1)c1ccc2c(c1)OCCO2,-22,-7,1.1,1.2,1,3,1.8,-13,0.79
CCOC(=O)c1[nH]c2ccc(Cl)cc2c1NC(=O)c1nonc1C,-5,.,1.1,1,0.9,.,1,-9,0.56
COC(=O)/C(=C/Nc1ccc(O)cc1)[N+](=O)[O-],7,2,0.9,0.9,0.9,-3,1.2,9,-0.79
O=C(NCc1ccccc1)c1cccc(COc2ccc(Cl)cc2)c1,32,18,0.8,0.7,1,-3,.,20,-0.44
CCCCCC1CCC(c2ccc(C(N)=O)cc2)CC1 (centres undefined),13,-2,0.9,0.9,1,-1,.,10,0.14

# Laid out differently: entries from further up
CYP2C9 inh | CD11b adhes inh | CYP2C19 act | CYP2C9 activ | PLAP act | CD11b adhes enh | MT1-MMP txn act | CYP2C19 inhib | PTK2B oligo ant | SMILES
62* | 4 | 0.3 | 0.4 | 1.6 | 0 | 1 | 66* | -1.1 | CCCNC(=O)CCn1c(-c2ccc(C)cc2)cc(C(=O)OCC)c1C
-11 | -9 | 1 | 1.1 | 1 | -2 | 1.1 | -1 | 1.1 | Cc1ccc(S(=O)(=O)CC2CSc3nnc(C)c(=O)n32)cc1 (centres undefined)
-6 | -12 | 0.4 | 1.1 | 1.2 | -2 | 1.1 | 60* | -0.85 | CC(C)(C)c1nc(CN2CCOCC2)ccc1O
5 | . | 1 | 0.9 | 1.1 | . | . | 3 | 1 | Cc1c(Cl)cccc1NC(=S)N1CCN(Cc2ccccc2)CC1
-22 | -1 | 1 | 1.2 | 1 | 0 | 1.1 | -1 | . | O=C(O)CS(=O)(=O)c1ccc(Oc2ccc(S(=O)(=O)CC(=O)O)cc2)cc1
40 | -12 | 0.7 | 0.6 | 0.8 | 1 | 1.6 | 30 | -0.85 | COc1ccc(-c2cc(C(=O)NCCc3ccccc3)no2)cc1OC
8 | -5 | 1.2 | 0.9 | 0.9 | 45 | 1.2 | -18 | 2.6 | CCOC(=O)c1c(NC(C)=O)sc2c(OC)c(Br)ccc12
56* | 22 | 1 | 0.4 | 1.3 | 0 | 1 | 3 | -0.04 | CCN(CC)S(=O)(=O)c1ccc2oc(C(=O)N3CCCCCC3)c(C)c2c1
7 | 13 | 1.1 | 0.9 | 1.7 | 1 | . | -8 | . | COc1ccc(C(=O)N2CCN(S(=O)(=O)c3ccc(C)cc3C)CC2)cc1OC
22 | -10 | 0.7 | 0.8 | 1.1 | 0 | 1.1 | 26 | -0.56 | O=C(Nc1ccccc1N1CCOCC1)c1ccc(Br)o1
7 | -9 | 1 | 0.9 | 0.8 | 6 | . | 2 | 0.08 | COc1ccc(CN=Cc2[nH]c3ccc(Br)c(Cl)c3c2O)cc1
90* | 3 | 0 | 0.1 | 1 | -1 | 1.4 | 100* | 0.41 | COCc1nc2ccccc2n1Cc1ccc(Br)cc1
35 | -4 | 0.5 | 0.7 | 1.1 | -2 | 1.1 | 48 | -1.4 | CCOC(=O)C1=C(CSCC(=O)OC)NC(=O)NC1c1cc(C)ccc1C (centres undefined)
-22 | -7 | 1.1 | 1.2 | 1 | 3 | 1.8 | -13 | 0.79 | O=C(OCCN1CCOCC1)c1ccc2c(c1)OCCO2
-5 | . | 1.1 | 1 | 0.9 | . | 1 | -9 | 0.56 | CCOC(=O)c1[nH]c2ccc(Cl)cc2c1NC(=O)c1nonc1C
